Source: PubChem BioAssay
GAA glycogen: alters human alpha-glucosidase cleavage of glycogen | P10253 | recombinant GAA, glycogen substrate, Amplex Red glucose oxidase fluorescence | Potency, µM (highest dose often 76.4 µM), for the others: at the highest dose activity change, negative = inhibition, actives largely listed as inhibitors | actives 0.38% (n = 300,000) | AID 2100;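 further: 0% = full enzyme reaction and -100% = no-enzyme basal signal; the screen sought inhibitors and activators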
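Recombinant human alpha-glucosidase (4 nM final) hydrolysed bovine liver glycogen (30 ug) for 40 min at 37 C in pH 5.0 citrate/phosphate with 0.01% Tween-20. Released glucose detected by glucose oxidase/Amplex Red, Ex 573/Em 610 nm. Compounds up to 77 uM; AC50 from Hill fits.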
SMN2 splice enh: enhancers of SMN2 splice variant expression; HEK293 SMN2-luciferase splicing reporter, luminescence, 30-36 h; AID 1458; Potency, µM (series often up to 46.1 µM), without a hit: top-dose activity change, positive = activation, most hits filed as activators; actives 2.8% (n = 210,000); further: % of control where 0% means no effect; nearly all actives have a fitted effect of over 55% in size
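qHTS luciferase splicing reporter: luminescence rises when SMN2 exon 7 is included in transfected HEK293 cells. Compound exposure lasted 30-36 h at 37C, with 4.5 mM final sodium butyrate as control, followed by a ONE-Glo read.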
GAA inhib: blocks human lysosomal alpha-glucosidase. P10253. Potency, µM (doses to about 76.9 µM), for inactives: at the highest dose activity change, negative = inhibition, hits mostly inhibitors. purified human GAA, 4-MU-alpha-glucoside fluorescence. actives 0.005% (n = 200,000);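 further: plate controls were uninhibited enzyme wells for no effect and no-enzyme background for full effect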
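Read-out is 4-methylumbelliferone fluorescence (Ex 365/Em 440 nm) after NaOH/glycine stop at pH 10. Enzyme 4 nM, substrate 400 uM, pH 5.0 citrate buffer, 20 min room temperature; AC50 from Hill-equation concentration-response.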
GoLoco inh red: blocks human Gai1 binding to RGS12 GoLoco peptide, red readout; P63096; Gai1:RGS12 GoLoco peptide FP, rhodamine, 10 min; Potency, µM (highest dose often 61.6 µM), without a hit: at the top dose activity, negative = inhibition, actives largely listed as inhibitors; actives 0.44% (n = 230,000); active means well fitted inhibition curve with a large enough effect, not every such curve was filed as active; inactive means no such curve, though single readings can be large or run the other way; further: on the % scale 0 is the no-effect control and ±100 the full control effect; nearly all actives have a fitted effect of over 30% in size; many of its hits are not listed in these tables
Target sequence (P63096 whole entry, looked up): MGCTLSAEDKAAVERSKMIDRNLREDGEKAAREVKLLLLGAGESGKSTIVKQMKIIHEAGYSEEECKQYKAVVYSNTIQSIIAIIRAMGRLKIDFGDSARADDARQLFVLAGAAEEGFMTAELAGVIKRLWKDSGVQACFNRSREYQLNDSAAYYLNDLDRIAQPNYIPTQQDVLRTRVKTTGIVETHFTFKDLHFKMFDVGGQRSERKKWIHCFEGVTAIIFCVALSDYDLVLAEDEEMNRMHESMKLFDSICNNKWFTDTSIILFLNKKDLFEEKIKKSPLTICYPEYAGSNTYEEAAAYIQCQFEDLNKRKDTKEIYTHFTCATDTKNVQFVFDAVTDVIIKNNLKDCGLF
GAA spleen mod: lysosomal alpha-glucosidase (human) modulation; human spleen homogenate, 4-MU-alpha-glucoside fluorescence; P10253; actives 0.006% (n = 240,000); Potency, µM (highest dose often 79.9 µM), for inactives: at the top dose activity change, negative = inhibition, usual class: inhibitors;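 further: 0% = enzyme with vehicle and -100% = no enzyme basal signal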
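AC50 values come from Hill-equation fits of concentration-response data, normalized to no-enzyme and full-activity controls. Enzyme source: 1 ug human spleen homogenate; 1 mM fluorogenic 4-MU glucoside, pH 5.0 citrate buffer, 37 C, 40 min.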
aGal spleen mod: alpha-galactosidase A (human) modulation; P06280; human spleen homogenate, 4MU-alpha-Gal fluorescence, 40 min; Potency, µM (series often up to 80 µM), inactives show top-dose activity change, negative = inhibition, most hits filed as inhibitors; actives 0.008% (n = 240,000); AID 2107;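 further: 0% = enzyme with vehicle and -100% = no enzyme basal signal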
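Spleen homogenate 1 ug + cpd (titration) + 4-MU-alpha-D-galactopyranoside 1 mM; 37C 40 min; 50 mM citrate/phosphate pH 5.0, 0.01% Tween-20; stop pH 10; fluorescence 365/440; AC50 via Hill.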
KDM4E inh: inhibitors of human JMJD2E histone demethylase; JMJD2E catalytic domain, FDH-coupled NADH fluorescence (FDH is formaldehyde dehydrogenase); B2RXH2; actives 1.6% (n = 230,000); Potency, µM (highest dose often 57.1 µM), for inactives: top-dose activity change, negative = inhibition, usual class: inhibitors; AID 2147; active means well fitted inhibition curve with a large enough effect, not every such curve was filed as active; inconclusive means small, poorly fitted or top-dose-only effect, or another doubt; inactive means no such curve, though single readings can be large or run the other way;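 further: 0% = wells with enzyme and -100% = buffer wells without enzyme; nearly all actives have a fitted effect of over 50% in size; many of its hits are not listed in these tables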
ALDH1A1 inh: inhibitors of human aldehyde dehydrogenase 1A1. Potency, µM (titrated, usually from 75.3 µM), for inactives: at the top dose activity, negative = inhibition, most hits filed as inhibitors. AID 1030. P00352. Purified ALDH1A1, NADH fluorescence, propionaldehyde substrate. actives 7.3% (n = 220,000); active means well fitted inhibition curve with a large enough effect, not every such curve was filed as active; inconclusive means small, poorly fitted or top-dose-only effect, or another doubt; inactive means no such curve, though single readings can be large or run the other way;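 further: plate controls were no enzyme wells and a reference inhibitor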
Target sequence (P00352 whole entry, looked up): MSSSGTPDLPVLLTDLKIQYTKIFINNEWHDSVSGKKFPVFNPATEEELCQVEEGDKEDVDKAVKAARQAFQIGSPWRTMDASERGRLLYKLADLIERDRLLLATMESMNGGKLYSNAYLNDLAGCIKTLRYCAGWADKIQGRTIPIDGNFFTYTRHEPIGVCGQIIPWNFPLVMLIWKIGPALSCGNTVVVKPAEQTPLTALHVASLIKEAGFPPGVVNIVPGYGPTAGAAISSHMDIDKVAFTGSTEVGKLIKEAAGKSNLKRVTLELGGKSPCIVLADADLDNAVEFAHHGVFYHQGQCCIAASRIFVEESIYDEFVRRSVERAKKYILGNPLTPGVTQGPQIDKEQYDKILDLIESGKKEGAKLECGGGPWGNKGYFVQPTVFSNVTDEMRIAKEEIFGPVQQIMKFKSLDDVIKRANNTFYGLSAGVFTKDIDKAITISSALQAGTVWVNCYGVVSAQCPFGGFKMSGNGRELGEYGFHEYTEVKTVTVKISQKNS
Numbers without * were called inactive; ? = inconclusive; / = not tested or not shown; [ ] = dose if it differs, or a comment. Unless noted, the call rests on the fitted dose curve; in most records, active means well fitted curve in the direction sought with a large enough effect; inconclusive means small, poorly fitted or top-dose-only effect, or another doubt; inactive means no such curve, though single readings can be large; an effect the other way counts as inactive or inconclusive. Potency means the concentration at half of the fitted maximal effect.

SMILES | GAA glycogen | SMN2 splice enh | GAA inhib | GoLoco inh red | GAA spleen mod | aGal spleen mod | KDM4E inh | ALDH1A1 inh
COc1cc(CN2CCC(C(=O)N3CCN(c4ccccc4F)CC3)CC2)ccc1O | -10% | -8% | -5% | -6% | 8% | 12% | ? | ?
CS(=O)(=O)Nc1cccc(-c2cc(NCc3cccs3)ncn2)c1 | / | / | / | 11% | 3% | 9% | / | ?
Cc1cccc(N(Cc2ccccc2F)S(C)(=O)=O)c1 | 6% | 7% | -2% | 12% | -7% | -7% | -4% | -7%
CCCCNc1nc(C)nc2c1nc(-c1ccccc1)n2CCN1CCCCC1 | / | -30%[inhibitor] | / | 8% | -4% | -2% | ? | ?
O=C(NC1CC2CCCC(C1)N2Cc1ccccc1)C1CCCCC1 (stereo not given) | 9% | -16% | ? | 6% | -17% | -7% | 14% | 6%
O=C(COc1cccc(Cl)c1)NNC(=S)Nc1ccccc1 | ? | -11% | 4% | -18% | 3% | 12% | -2% | 15%
S=C(Nc1cccc(Cl)c1)Nc1cccc2cnccc12 | -12% | -76%[inhibitor] | -1% | 3% | 3% | 7% | -1% | 3.2µM*
COc1ccccc1S(=O)(=O)Cc1ccc(C(=O)N2CCCC2)o1 | 0% | 8% | -4% | 5% | 2% | -1% | -1% | -2%
Cc1[nH]n(-c2ccccc2)c(=O)c1/C=N/NC(=O)COc1ccccc1[N+](=O)[O-] | 0% | -99%[inhibitor] | 4% | -8% | -2% | -4% | -10% | 4%
Cc1ccc(-c2nc(-c3cccnc3)sc2CC(=O)Nc2ccc(C)c(Cl)c2)cc1 | -7% | -25% | -5% | 11% | 1% | -3% | 16µM* | ?
CCOC(=O)C1(CCC(C)C)CC(CSc2nc3ccccc3[nH]2)OC1=O (stereo not given) | -10% | ? | -4% | -7% | -6% | 3% | -2% | -1%
CCOC(=O)c1cnc(SC)nc1Sc1ccccc1 | -3% | -3% | -7% | -7% | 0% | 6% | 0% | ?
Cc1cccc(/N=C/c2c(C)[nH]n(-c3ccccc3)c2=O)n1 | -3% | / | / | 6% | 8% | 2% | ? | /
COc1ccc(/C=C/C(=O)Nc2c(C)nn(C)c2C)cc1COc1ccc(Cl)cc1Br | 0% | -5% | 6% | -3% | -3% | -1% | -2% | 3%
CC12c3ccccc3C(c3ccccc31)C1C(=O)N(Cc3cccnc3)C(=O)C12 (stereo not given) | 8% | -1% | -6% | -1% | 1% | -3% | -1% | 8%

KDM4E inh: hit marks shown above.
Structure	GAA glycogen	SMN2 splice enh	GAA inhib	GoLoco inh red	aGal spleen mod	KDM4E inh	ALDH1A1 inh
Cc1ccc(-c2nc(-c3cccnc3)sc2CC(=O)Nc2ccc(C)c(Cl)c2)cc1	-7%	-25%	-5%	11%	-3%	16µM*	?

The listing picks up with the two entries that preceded the break.
SMILES | GAA glycogen | SMN2 splice enh | GAA inhib | GoLoco inh red | GAA spleen mod | aGal spleen mod | KDM4E inh | ALDH1A1 inh
COc1ccc(/C=C/C(=O)Nc2c(C)nn(C)c2C)cc1COc1ccc(Cl)cc1Br | 0% | -5% | 6% | -3% | -3% | -1% | -2% | 3%
CC12c3ccccc3C(c3ccccc31)C1C(=O)N(Cc3cccnc3)C(=O)C12 (stereo not given) | 8% | -1% | -6% | -1% | 1% | -3% | -1% | 8%
CC(c1nccs1)N(C)C(=O)CCc1nnc(-c2ccc(-c3ccccc3)cc2)o1 (stereo not given) | 15% | / | 2% | 12% | 5% | -4% | ? | ?
CCCCC(=O)Nc1ccc(C(=O)NNC(=O)c2ccccc2Br)cc1 | 3% | 4% | 2% | 6% | 2% | 5% | 4% | 5%
COc1ccccc1CNC(=O)C1CC(c2ccc([N+](=O)[O-])cc2)=NO1 (stereo not given) | 5% | -17% | 6% | -4% | 0% | -5% | 7% | 4%
COc1ccc(OC)c(NC(=O)c2ccc3c(=O)n(CCc4ccccc4)c(=S)[nH]c3c2)c1 | 19% | -48%[inhibitor] | -3% | 6% | -17% | 8% | -18% | -1%
CC(=O)c1ccc(C(=O)N2CCCC(CCC(=O)N(C)CCc3ccccn3)C2)s1 (stereo not given) | -6% | -14% | 12% | 5% | 1% | 6% | -10% | ?
O=S(=O)(NCc1cc(-c2ccc(Cl)cc2)no1)c1ccc(Cl)cc1 | -3% | 5% | -3% | 5% | -12% | -1% | -2% | -1%
CN(CC(=O)O/N=C(\N)c1ccc([N+](=O)[O-])cc1)S(=O)(=O)c1ccc2ccccc2c1 | -5% | -4% | -6% | 10% | -1% | 11% | 7% | -9%
NC(=O)CSc1nnc(CNc2cccc(Cl)c2)n1CCc1ccccc1 | 3% | 23% | -4% | 8% | 0% | 7% | -4% | ?
Cn1c(=O)c2c(ncn2CC(=O)Nc2nccs2)n(C)c1=O | -1% | / | / | 4% | 1% | 3% | 10% | /
CCOC(=O)c1cnc(SCCc2ccccc2)nc1N | 3% | 13µM* | 5% | 19% | 10% | 13% | 0% | -6%
O=C(Cn1nc(C(F)F)cc1C(F)F)NNC(=S)Nc1ccc([N+](=O)[O-])cc1 | ? | / | -10% | -4% | -1% | -4% | 12% | 18µM*
COc1cc(NC(=S)N2CCN(C(=O)C3CCCO3)CC2)c(OC)cc1Cl (stereo not given) | -4% | 3% | -2% | 10% | 3% | 3% | 9% | -2%
CCCn1c(SC(C(=O)Nc2cccc(OC)c2)c2ccccc2)nc2ccccc2c1=O (stereo not given) | 10% | 8% | 13% | 2% | 0% | -1% | -12% | 0%
Cc1ccc(S(=O)(=O)N2CCC(C(=O)C3C(=O)CC(C)(C)CC3=O)CC2)cc1 | 5% | 8% | -3% | 0% | ? | -11% | -16% | 9%
CCOCCCNC(=O)C(c1ccc(Cl)cc1)N1CCN(c2ccccc2)CC1 (stereo not given) | 6% | 3% | -6%[15.4 µM] | -3% | -2% | 0% | 8% | 2%
CSc1nnc(NC(=O)c2ccc(S(=O)(=O)N(C)C)cc2)s1 | 3% | 13µM* | -6% | -3% | -5% | -1% | -1% | ?
O=C(CSc1nc2ccccc2[nH]1)Nc1cccc(S(=O)(=O)N2CCOCC2)c1 | -14% | / | -9% | 8% | -8% | 7% | -3% | 9%
CCC(=O)c1ccc(NC(C)=O)cc1O | -16% | / | 2% | 3% | -7% | -2% | 1% | -6%
C#CCSc1nnnn1-c1ccc(OCC)cc1 | -4% | / | -24% | -4% | -6% | 4% | 10% | -15%
COc1cc(OC)cc(N(C(=O)CNC(=O)c2cccs2)C(C(=O)NCC2CCCO2)c2ccc(OC)c(OC)c2)c1 (stereo not given) | 6% | 5% | ? | 12% | -2% | -5% | -14% | 1%
CCOC(=O)c1c(NC(=O)CSc2cn(CC)c3ccccc23)sc2c1CCC2 | 5% | -9% | -6% | -14% | 8% | 0% | -6% | ?
O=C(NCc1cccnc1)c1ccccc1CCc1ccccc1 | 9% | -2% | 3% | 39%[activator] | -1% | 0% | -2% | ?
O=C(CNCc1ccccn1)Nc1cc(S(=O)(=O)N2CCCCC2)ccc1Cl | -18% | -42%[inhibitor] | 3% | 4% | 2% | -7% | 37%[activator] | 3%
Cc1csc(NC(=O)CS(=O)(=O)c2ccccc2)n1 | -1% | 20% | -3% | -2% | 4% | 9% | -1% | 1%
COc1nc(/C=C/N(C)C)c([N+](=O)[O-])c(OC)n1 | -2% | / | -14% | 7% | -12% | 2% | -1% | ?
Clc1ccc(CSc2nnc(CNc3cccc(Cl)c3)o2)cc1 | -10% | -3% | -2% | -2% | -5% | -1% | 1% | ?
CC1CN(C(=O)Nc2ccc3c(c2)OCO3)CC(C)O1 (stereo not given) | -6% | 25% | 0% | -4% | 5% | 8% | -6% | 6%
CCC(Oc1ccccc1)C(=O)Nc1ccc(S(=O)(=O)N2CCOCC2)cc1 (stereo not given) | -1% | -30%[inhibitor] | -15% | -8% | 2% | 0% | 1% | 2%
COc1cccc(NC(=O)CSc2nnc(Cn3cnc([N+](=O)[O-])n3)n2C)c1 | -1% | -9% | 2% | -4% | 0% | -9% | 2% | 9%
CO/N=C/c1ccc(Oc2ccc([N+](=O)[O-])cc2[N+](=O)[O-])c(OC)c1 | 0% | -56%[inhibitor] | 10% | 63%[activator] | -5% | 3% | -3% | -2%
COc1cc(C(=O)Nc2cccc(C(C)=O)c2)cc(OC)c1OC | -9% | / | -9% | -4% | 3% | -8% | 6% | 1%
CC(c1cccnc1)N(C(=O)Nc1ccccc1)C1CCCCC1 (stereo not given) | 9% | 5% | -1%[15.4 µM] | 3% | -8% | -5% | 3% | 2%
O=C(CSc1ccc(-c2ccccc2)nn1)NCc1ccco1 | 7% | -2% | -2% | 4% | -4% | -4% | 5% | 0%
Cc1cccc(NC(=O)N2CCN(Cc3ccc(Cl)cc3)CC2)c1 | 8% | -42%[inhibitor] | -2% | 3% | 7% | 7% | -10% | 8%
CCOC(=O)c1ccc(NC(=O)Oc2ccccc2)cc1 | -12% | -5% | -8% | -4% | 0% | 7% | 8% | 10%
COc1ccc2[nH]c(=O)c(C(c3nnnn3C3CCCC3)N(C)C3CCCCC3)cc2c1 (stereo not given) | 0% | -2% | -3% | -5% | 1% | 9% | ? | ?
Cc1ccc(C(=O)O/N=C(\N)c2nonc2N)cc1 | 2% | 18% | 10% | 8% | 5% | 3% | 12% | 2%
N#Cc1ncc(Cl)c2ccccc12 | 2% | / | 1% | 6% | 1% | 1% | ? | ?
COc1c(Cl)ccc(Cl)c1C(=O)NC(=S)N1CCOCC1 | 6% | 7% | 8% | 6% | 3% | 1% | 3% | 6%
O=C(CCSc1ccccn1)Nc1ccc(Br)cc1 | 4% | 14µM* | -12% | 6% | 8% | -1% | -3% | -9%
CC(=NCCN1CCNCC1)C1=C(O)CC(C)(C)CC1=O | 1% | / | -8% | / | 2% | 1% | -3% | 25µM*
CCOC(=O)C(C)Sc1nnc2n1C(C)(C)Cc1ccccc1-2 (stereo not given) | 0% | -23% | 6% | -1% | -2% | -1% | 1% | -3%
CCN(CC)c1nc(Nc2ccc(Cl)cc2)nc(OCC#N)n1 | 5% | -33%[inhibitor] | -14% | 5% | -16% | -19% | 5% | 0%

An excerpt. The share of hits here may be higher or lower than overall.
